Screens from PubChem BioAssay.
Pf gametocyte: kills late stage P. falciparum gametocytes; P. falciparum stage V gametocytes, ATP luminescence, 24 h; inhibition, % at 10.9 µM; 150,000 tested, 0.065% active; AID 743093;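 active means inhibition above the mean plus 3 SD of compounds within the control limits, set per campaign, cut at about 38% in these data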;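 further: 0% = DMSO wells and 100% = medium only without gametocytes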
RGS8-Gao reg: human RGS8-Galphao interaction regulation. P09471. multiplexed bead flow cytometry, RGS8-Galphao binding; actives lie on both sides. response (percent of control binding), % at 10 µM. 220,000 tested, 0.34% active. AID 1423; in the data active means response below about 60% or above about 140%; inactive means in between;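 further: Galphao activated as the GDP aluminium fluoride complex binding bead-coupled RGS8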
Target sequence (P09471 whole entry, looked up): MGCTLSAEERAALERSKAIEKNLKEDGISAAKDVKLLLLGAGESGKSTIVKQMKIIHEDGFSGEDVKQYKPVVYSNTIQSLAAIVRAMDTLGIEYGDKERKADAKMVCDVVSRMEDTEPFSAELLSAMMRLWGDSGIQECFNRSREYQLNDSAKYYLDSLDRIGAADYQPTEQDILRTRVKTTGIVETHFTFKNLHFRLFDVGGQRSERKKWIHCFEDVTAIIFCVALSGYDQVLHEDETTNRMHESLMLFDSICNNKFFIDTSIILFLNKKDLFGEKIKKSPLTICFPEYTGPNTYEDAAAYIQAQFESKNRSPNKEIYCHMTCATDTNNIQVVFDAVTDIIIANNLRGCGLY
Rab7 wt GTP bind: alters GTP binding to wildtype dog Rab7; GST-Rab7 beads, fluorescent GTP binding, flow cytometry; actives lie on both sides; untreated = 100%, excess cold GTP = 0%; GTP binding activity (percent of control), % at 10 µM; 190,000 tested, 0.055% active; AID 758;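 active means fluorescent GTP binding to Rab7 beads changed by at least 20 points from the 100% baseline, either direction, mostly lower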;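 further: median green fluorescence of bound Bodipy-FL-GTP per Rab7 bead population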
Mcl1-Noxa inh: disrupts binding of human Mcl-1 to Noxa peptide; inhibition, % at 21.7 µM; AID 1022; 220,000 tested, 1.5% active; Q07820; TR-FRET Mcl-1/Noxa peptide binding, 2 h;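 active means compounds that cut the protein-peptide binding signal by more than 50% relative to plate controls in a single-dose test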;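 further: His-tagged Mcl-1 with rhodamine Noxa BH3 peptide and terbium anti-His antibody; 0% = Mcl-1 plus Noxa peptide wells and 100% = peptide-only wells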
Target sequence (Q07820 whole entry, looked up): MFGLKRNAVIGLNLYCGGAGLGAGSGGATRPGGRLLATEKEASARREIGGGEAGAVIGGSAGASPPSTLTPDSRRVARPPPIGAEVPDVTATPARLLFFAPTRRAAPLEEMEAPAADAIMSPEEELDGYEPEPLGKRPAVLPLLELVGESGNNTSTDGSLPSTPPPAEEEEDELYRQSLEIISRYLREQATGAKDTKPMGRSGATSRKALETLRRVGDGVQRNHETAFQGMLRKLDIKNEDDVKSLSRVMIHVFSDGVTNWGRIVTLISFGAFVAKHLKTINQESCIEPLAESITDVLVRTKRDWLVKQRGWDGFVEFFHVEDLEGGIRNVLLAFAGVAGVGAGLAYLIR
Rac1 mut GTP: modulators of GTP binding to human Rac1 activated mutant; P63000; GST-Rac1 activated beads, fluorescent GTP binding, flow cytometry; actives lie on both sides; 100% means binding = to untreated wells; percent activity (GTP binding), % at 10 µM; 190,000 tested, 0.11% active;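 active means GTP binding at least 20 percentage points away from the 100% baseline, in either direction, so actives lie on both sides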
Cdc42 wt: changes GTP binding to wildtype human Cdc42 | percent activity (GTP binding), % at 10 µM | GST-Cdc42 beads, Bodipy-GTP binding, flow cytometry; actives lie on both sides | 190,000 tested, 0.2% active;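 active means percent activity GTP binding at least 20 points away from the 100% baseline, either down as inhibitor or up as activator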;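 further: median bead fluorescence of bound Bodipy-FL-GTP at 100 nM; 0% = excess unlabeled GTP control and 100% = no compound control; below 100% means less GTP binding so inhibitor and above means activator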
Target sequence (P60953 whole entry, looked up): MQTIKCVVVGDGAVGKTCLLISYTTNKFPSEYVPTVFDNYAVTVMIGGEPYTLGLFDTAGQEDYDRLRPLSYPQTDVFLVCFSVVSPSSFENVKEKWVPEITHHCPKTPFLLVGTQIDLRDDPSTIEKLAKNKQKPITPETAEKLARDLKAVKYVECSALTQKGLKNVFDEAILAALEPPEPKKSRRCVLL
Mcl1 Bid PPI: disrupts binding of human Mcl-1 to Bid peptide; Q07820; TR-FRET Mcl-1/Bid-Dy647 peptide binding, 1536-well; inhibition, % at 21.7 µM; 220,000 tested, 0.97% active; AID 1021;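 active means compounds that cut the binding signal by more than half at the single screening dose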;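 further: His-tagged Mcl-1 with europium anti-His antibody binding Bid BH3 peptide; 0% = Mcl-1 plus peptide wells and 100% = peptide-only wells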
Mcl-1 Bim block: inhibitors of Bim-Mcl-1 interaction, human; Bead-based flow cytometry, Bim peptide-Mcl-1 binding; inhibition, % at 10 µM; 190,000 tested, 0.1% active; AID 1009; in the data active means inhibition above about 40%;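 further: 0% = no compound tracer wells and 100% = peptide blocker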
HRas wt GTP bind: modulators of GTP binding to human HRas wildtype | P01112 | GST-Ras wt beads, Bodipy-FL-GTP binding, flow cytometry; actives lie on both sides | GTP binding activity, % at 10 µM | 190,000 tested, 0.14% active;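 active means GTP binding activity at least 20% away from the 100% baseline, either lowered as inhibitor or raised as activator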;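 further: 0% = unlabeled GTP competition control and 100% = no-compound control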
Rac1 wt GTP bind: modulators of human Rac1 wildtype GTP binding; P63000; GST-Rac1 beads, fluorescent GTP binding, flow cytometry; actives lie on both sides; 0 = cold GTP competed, 100 = untreated; GTP binding activity (% of control), % at 10 µM; 190,000 tested, 0.27% active;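 active means GTP binding activity at least 20 points away from the 100% control level, either lower or higher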
Rab2 wt GTP: changes GTP binding to wildtype dog Rab2A, up or down; P61105; GST-Rab2 wt beads, Bodipy-GTP binding, flow cytometry; GTP binding activity, % at 10 µM; 190,000 tested, 0.19% active; AID 760;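 active means GTP binding activity at least 20 points away from 100%, either lowered or raised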;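 further: 0% = beads with excess unlabeled GTP and 100% = no-compound control corrected for plate trend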
Starred values were filed as active, the others as inactive; · = not tested or not shown.

SMILES | Pf gametocyte | RGS8-Gao reg | Rab7 wt GTP bind | Mcl1-Noxa inh | Rac1 mut GTP | Cdc42 wt | Mcl1 Bid PPI | Mcl-1 Bim block | HRas wt GTP bind | Rac1 wt GTP bind | Rab2 wt GTP
CC(=O)OCN(C#N)c1nc(N(C)C)nc(N(C)C)n1 | · | 105 | 93 | 1 | 95 | 98 | -6 | -1 | 97 | 97 | 95
O=S(=O)(N/N=C/c1ccc2c(c1)OCCO2)c1ccc(Cl)cc1 | · | 107 | 105 | 7 | 95 | 100 | -63 | 3 | 102 | 98 | 101
Cc1ccc(-n2nnc(-c3cccnc3Cl)n2)cc1 | 9 | 102 | 107 | 7 | 96 | 97 | -2 | 0 | 98 | 96 | 96
Cc1c(C(=O)O)oc2c3c(ccc12)OCCO3 | -30 | 96 | 101 | 7 | 96 | 102 | -25 | 1 | 100 | 100 | 101
Cc1cc(C)cc(NC(=O)Cn2c(=O)oc3cc(S(=O)(=O)N4CC(C)CC(C)C4)ccc32)c1 (stereo unspecified) | · | 98 | 100 | -4 | 99 | 100 | -10 | 1 | 100 | 102 | 101
CCOc1ccc2nc(NS(=O)(=O)Cc3ccccc3)sc2c1 | · | 100 | 94 | 24 | 88 | 94 | -3 | 1 | 92 | 94 | 89
Cc1cccc(Nc2ccc(NCc3ccccc3)nn2)c1 | -2 | 99 | 107 | 14 | 94 | 99 | -44 | -3 | 101 | 96 | 102
COc1ccc(-c2ccc(/C=N/N3C(=O)C4C5C=CC(C6CC56)C4C3=O)o2)c([N+](=O)[O-])c1 (stereo unspecified) | · | 92 | 97 | 30 | 97 | 102 | -6 | -1 | 99 | 104 | 96
O=C(Cn1cc(S(=O)(=O)N2CCN(c3ccccc3F)CC2)c2ccccc2c1=O)NCCCN1CCCCCC1 | 4 | 99 | 97 | 14 | 95 | 93 | 11 | -1 | 96 | 94 | 102
COC(=O)C(CC(C)C)NC(=O)c1ccc([N+](=O)[O-])c(C)c1 (stereo unspecified) | · | 102 | 98 | 0 | 96 | 98 | -23 | -5 | 98 | 101 | 99
Cc1nc2c(=O)n(C)c(=O)n(C)c2nc1Cl | 3 | 104 | 98 | 18 | 97 | 96 | 2 | -1 | 99 | 102 | 99
COc1ncnc2c1N[C@@](C)(O)c1c(F)c(F)c(F)c(F)c1S2 | -12 | 102 | 101 | 0 | 100 | 97 | -48 | -1 | 101 | 103 | 102
CN1CCN(CCCN(Cc2ccco2)C(=S)Nc2ccc(Cl)cc2)CC1 | 17 | 102 | 96 | 11 | 98 | 97 | -9 | -5 | 94 | 97 | 96
CSc1ccccc1NC(=O)c1cccs1 | -24 | 103 | 98 | 9 | 100 | 102 | -49 | 1 | 100 | 102 | 98
O=[N+]([O-])c1ccc2nc(CCCO)[nH]c2c1 | -28 | 102 | 95 | -9 | 95 | 97 | -3 | 6 | 94 | 95 | 95
COc1ccccc1C(=O)NC1CCN(C(=S)NCCc2ccccc2)CC1 | -5 | 103 | 96 | -2 | 95 | 100 | -41 | 3 | 96 | 97 | 97
O=C(NNc1nc2c(F)cc(F)cc2s1)C1=COCCO1 | -4 | 104 | 107 | 11 | 96 | 96 | -33 | 1 | 98 | 97 | 98
Cc1cccn2c(=O)c3cc(C(N)=S)c(=N)n(CCCOC(C)C)c3nc12 | 8 | 97 | 100 | 42 | 96 | 97 | -7 | 0 | 96 | 97 | 94
CC(C)[C@@H](C(=O)N1CCN(C(=O)OC(C)(C)C)CC1)n1cc(CCO)nn1 | -9 | 94 | 96 | -16 | 94 | 97 | -2 | -3 | 96 | 97 | 95
CC(=O)Nc1ccc(NC(=O)CSc2nccn2Cc2ccccc2)cc1 | 10 | 99 | 102 | -2 | 95 | 101 | -25 | -2 | 100 | 98 | 99
CCN1CCN(C(=O)c2ccc(Cn3c(=O)[nH]c4cc(OC)c(OC)cc4c3=O)cc2)CC1 | · | 103 | 99 | 5 | 100 | 101 | 12 | 1 | 101 | 106 | 99
Cc1cc(C)c(C(=O)COC(=O)c2cc([N+](=O)[O-])ccc2NCCO)cc1C | -12 | 100 | 100 | 16 | 97 | 100 | 8 | -2 | 98 | 100 | 98
CCn1cc(C(=O)N2CCN(Cc3ccc4c(c3)OCO4)CC2)c2cc(OC)c(OC)cc2c1=O | · | 97 | 100 | 4 | 101 | 99 | -61 | -4 | 99 | 99 | 102
CCOC(=O)C(CC)/C(C)=N/NC(=O)c1ccccc1[N+](=O)[O-] (stereo unspecified) | · | 100 | 97 | 9 | 97 | 98 | -36 | -1 | 99 | 98 | 96
Cc1oc(-c2ccc(Cl)cc2)nc1CN1CCC(C(=O)N2CCc3ccccc3C2)CC1 | · | 101 | 105 | 8 | 101 | 102 | -15 | -2 | 103 | 104 | 99
Cc1ccc(-n2c(-c3ccccc3)c[n+]3c2CCC3)cc1 | -1 | 104 | 95 | 51* | 93 | 96 | -11 | -1 | 95 | 101 | 94
Cc1ccc(C2CC(c3ccccc3Cl)n3nc(N)nc3N2)cc1 (stereo unspecified) | · | 101 | 98 | -1 | 99 | 96 | -10 | 0 | 98 | 103 | 97
COc1ccccc1NC(=O)Nc1ccnn1Cc1cccs1 | · | 6.0* | 102 | 12 | 98 | 98 | -3 | 2 | 98 | 100 | 98
CC(/C=C/c1ccco1)=N/NC(=O)Cc1cccs1 | · | 90 | 102 | 87* | 98 | 102 | 5 | -5 | 97 | 99 | 102
Cc1nc2cc(C(=O)O)ccc2n1-c1ccc(F)cc1F | 0 | 107 | 97 | 4 | 96 | 103 | -11 | 2 | 99 | 100 | 96
CCC(CO)NC(=O)c1ccc(-c2nn(C)c(=O)c3ccccc23)cc1 (stereo unspecified) | -7 | 101 | 101 | 4 | 100 | 101 | 2 | 1 | 100 | 101 | 101
CCc1ccc(NC(=O)c2sccc2-n2cccc2)cc1 | 5 | 102 | 98 | 3 | 101 | 103 | -36 | -2 | 99 | 104 | 98
CCOC(=O)COc1ccc(-c2nnc(-c3ccccc3)o2)cc1 | 14 | 99 | 100 | 3 | 100 | 103 | 10 | 1 | 103 | 103 | 101
CCn1c(C)c(CCC(=O)O)c(=O)n2nc(-c3ccccc3OC)cc12 | · | 103 | 101 | 7 | 98 | 99 | -12 | 2 | 101 | 99 | 101
CCS(=O)(=O)c1ccc(N=Nc2ccc(O)c3ncccc23)c(OC)c1 | 12 | 96 | 97 | 25 | 97 | 97 | -53 | 1 | 95 | 97 | 96
O=C(NNC(=O)c1sccc1-n1cccc1)c1cccc(Cl)c1 | 18 | 96 | 99 | -2 | 99 | 102 | -11 | -1 | 103 | 105 | 102
COCP(=O)(c1ccccc1)c1ccccc1 | · | 100 | 93 | 6 | 93 | 93 | -14 | -2 | 96 | 94 | 95
O=C(NCc1nc2ccccc2[nH]1)c1ccc(Cl)c(S(=O)(=O)N2CCCC2)c1 | · | 102 | 103 | 5 | 98 | 102 | -33 | -3 | 101 | 105 | 101
COC(=O)c1cn[nH]c1NC(=S)Nc1ccccc1C | · | 100 | 100 | 1 | 101 | 101 | -44 | -3 | 103 | 101 | 103
Cc1cc(C)nc(N2CCCC(C(=O)Nc3nnc(C(C)(C)C)s3)C2)n1 (stereo unspecified) | 13 | 102 | 101 | -5 | 97 | 96 | -13 | 1 | 101 | 102 | 97
Cc1cc2c(NCC(C)O)ncnc2s1 (stereo unspecified) | · | 105 | 97 | -1 | 101 | 98 | 8 | 0 | 100 | 101 | 100
Cc1ccc2nc(SCC(=O)Nc3cc(C)on3)[nH]c2c1 | · | 97 | 102 | 7 | 103 | 106 | -20 | -2 | 105 | 107 | 106
CN(CCOc1ccc(Cl)cc1)c1ccc(S(=O)(=O)N2CCCCC2)cn1 | -7 | 98 | 95 | -49 | 95 | 97 | -15 | 0 | 95 | 96 | 94
O=c1oc(-c2ccc(Br)o2)nc2ccccc12 | · | 102 | 102 | 37 | 100 | 99 | 26 | -13 | 100 | 101 | 98
CCOc1cc(CNCCO)cc(Br)c1OCc1ccc(Cl)cc1Cl | · | 99 | 92 | 33 | 99 | 105 | 16 | -4 | 103 | 103 | 104
O=C(COc1ncnc2sccc12)N1CCN(C(=O)c2ccco2)CC1 | 5 | 105 | 93 | 2 | 97 | 93 | -40 | 1 | 91 | 95 | 92
CC(C)c1ccc(NC(=O)COC(=O)/C=C/c2cccc(Br)c2)cc1 | 2 | 99 | 95 | -9 | 90 | 94 | -28 | 0 | 91 | 92 | 89
COc1cc2ncnc(NCc3ccccc3Cl)c2cc1OC | -22 | 101 | 108 | 10 | 95 | 99 | -20 | 2 | 100 | 99 | 96
C=CCNc1ccc(N2C(=O)C3CCC(C)CC3C2=O)cc1[N+](=O)[O-] (stereo unspecified) | 9 | 125 | 102 | 20 | 100 | 103 | 11 | 1 | 100 | 105 | 101
Cc1ccc(C(NC(=O)N2CCCC2)C(Cl)Cl)cc1F (stereo unspecified) | · | 100 | 105 | 10 | 98 | 98 | -29 | 0 | 98 | 97 | 98
CCC1=[N+]([O-])C(C)(/C(C)=N\O)N(O)C1(C)C (stereo unspecified) | 0 | 97 | 99 | -4 | 100 | 104 | 2 | -3 | 101 | 103 | 101
Cc1ccc2c(c1)C(=O)CCN2 | 15 | 102 | 95 | -26 | 99 | 102 | -76 | 1 | 99 | 99 | 98
CCc1cc(-c2n[nH]c(C)c2-c2nc3ccccc3s2)c(O)cc1OCC(=O)NN | -4 | 102 | 104 | 8 | 92 | 93 | 4 | -6 | 93 | 94 | 95
CC(=O)Nc1ccc(S(C)(=O)=O)c(C)c1 | -19 | 100 | 99 | -2 | 105 | 106 | -8 | -1 | 103 | 106 | 104
Cc1cc(Cl)cc(Br)c1OCCCNCC(C)O (stereo unspecified) | 4 | 102 | 95 | 23 | 98 | 94 | -12 | -3 | 95 | 99 | 92
COc1ccc(CSc2nncn2C)cc1F | 23 | 103 | 94 | -9 | 97 | 97 | -46 | -3 | 94 | 96 | 96
N/C(=N\OC(=O)Cc1ccc(Cl)cc1)c1ccncc1 | 21 | 103 | 95 | 5 | 97 | 96 | -15 | -2 | 95 | 96 | 96
COc1ccc(-c2nc3ccccc3c(=O)n2CCOc2ccccc2C)cc1 | 1 | 105 | 99 | 6 | 98 | 101 | 4 | -29 | 99 | 99 | 96
CC(C)(C)C(=O)c1cnc(Nc2ccccc2Cl)s1 | · | 104 | 96 | -3 | 99 | 102 | 6 | 0 | 98 | 102 | 100
COc1ccc2ccc3c(c2c1)N=C[C@]1(O3)N(C)c2ccccc2C1(C)C | · | 87 | 99 | 8 | 97 | 98 | -14 | -2 | 98 | 99 | 96
